Keap1-Nrf2 PPI = Keap1-Nrf2 (human) interaction inhibition | Q14145 | Keap1 Kelch-Nrf2 peptide fluorescence polarization, 1536-well | AID 504523 | inhibition, % at 9.4 µM | actives 0.15% (n = 340,000); in the data active = inhibition above about 12%;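 also: human Keap1 Kelch domain with fluorescein labeled Nrf2 9mer peptide probe; 0% = neutral control wells and 100% = peptide positive control; higher means more block of Keap1 binding to Nrf2 peptide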
DAGLB inh = diacylglycerol lipase beta (human) inhibition. Q8NCG7. HEK293T DAGLB membrane lysate, EnzChek fluorogenic substrate. inhibition, % at 5.17 µM. actives 0.059% (n = 340,000); in the data active = inhibition above about 34%;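 also: 0% = enzyme with vehicle and 100% = wells lacking enzyme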
PKA-R2B act = activators of human PKA-R2B complex; P22694+P31323; PKA-R2B holoenzyme dissociation, Cy5-IP20 fluorescence polarization; R2B truncated from residue 108, S112A mutant; 0% DMSO only, 100% 113 µM cGMP; activation, % at 11.4 µM; actives 0.079% (n = 340,000); AID 504700;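 active = activation above a cutoff set at the mean over all compounds plus 3 SD, cut at about 18% in these data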;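 also: higher means more holoenzyme dissociation and a rise in polarization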
Target sequence (P31323 whole entry, looked up, other chains not shown, the tested form may be a part): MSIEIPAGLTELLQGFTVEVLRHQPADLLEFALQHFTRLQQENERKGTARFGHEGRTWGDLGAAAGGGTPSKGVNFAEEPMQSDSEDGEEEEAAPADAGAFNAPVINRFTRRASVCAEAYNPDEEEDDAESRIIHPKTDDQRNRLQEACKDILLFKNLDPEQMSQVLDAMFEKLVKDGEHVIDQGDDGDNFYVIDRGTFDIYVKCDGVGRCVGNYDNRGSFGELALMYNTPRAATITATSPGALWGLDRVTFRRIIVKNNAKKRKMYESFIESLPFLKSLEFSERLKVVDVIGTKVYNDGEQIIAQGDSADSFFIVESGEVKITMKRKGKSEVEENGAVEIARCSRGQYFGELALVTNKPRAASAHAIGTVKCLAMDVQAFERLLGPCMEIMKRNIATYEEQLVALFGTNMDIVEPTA
C-LANA FP = KSHV C-LANA DNA binding inhibition | MBP-C-LANA/FAM-LBS DNA binding, fluorescence polarization | inhibition, % at 9 µM | actives 0.078% (n = 340,000);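 active = highest replicate inhibition at or above 60% at 9 µM, even if other replicates fall short; inactive = all replicates below 60% inhibition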;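 also: 0% = neutral control wells and 100% = 4 µM acridine orange control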
SR-BI DiI-HDL act = SR-BI HDL lipid transfer activation. actives 0.096% (n = 320,000). CHO ldlA[mSR-BI] cells, DiI-HDL uptake fluorescence, 3 h; 100 = double the neutral-control signal. AID 504775. activation, % at 12.5 µM;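 active = mean replicate activation of at least 60% and every replicate at or above 60%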;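 also: 0% = median plate neutral-control signal and 100% = twice that signal; values of inactives mirror those of a sister screen read the other way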
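Material: SR-BI-overexpressing, LDLR-lacking CHO cells; schedule: compound exposure 3 h, 37 °C; reagent: DiI-labelled HDL at 10 µg/mL final; technique: bottom-read fluorescence, 550/595 nm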
PvdQ inh = blocks Pseudomonas aeruginosa PvdQ acylase activity; purified PvdQ acylase, fluorescence plate reader; actives 0.063% (n = 340,000); inhibition, % at 10 µM; AID 488965; in the data active = inhibition above about 30%, passing the limit was not always enough;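 also: 0% = vehicle neutral wells and 100% = reference inhibitor wells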
NSD2 HMT inh = inhibitors of human histone methyltransferase NSD2 | inhibition, % at 12.5 µM | O96028 | NSD2 peptide methylation, AlphaScreen, 120 min | actives 0.54% (n = 310,000); in the data active = inhibition above about 50%
Cardiac RTF inh = cardiac RTF calcium desensitization | IANBD-labeled cardiac RTF, Ca2+ fluorescence | inhibition, % at 7.15 µM | actives 0.12% (n = 340,000);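 active = inhibition above the mean inhibition of all tested compounds plus 3 SD, cut at about 17% in these data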;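 also: assay run at fixed EC70 calcium of 1.6 mM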
SR-BI HDL uptake = inhibitors of mouse SR-BI mediated HDL lipid uptake; Q61009; ldlA[mSR-BI] CHO cells, DiI-HDL uptake fluorescence, 3 h; inhibition, % at 12.5 µM; actives 0.96% (n = 320,000); AID 488896;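 active = mean replicate inhibition of at least 70% and a set share of replicates each scoring 70 or more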;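 also: 0% = median of neutral control wells and 100% = median of positive control wells; values of inactives mirror those of a sister screen read the other way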
Target sequence (Q61009 whole entry, looked up): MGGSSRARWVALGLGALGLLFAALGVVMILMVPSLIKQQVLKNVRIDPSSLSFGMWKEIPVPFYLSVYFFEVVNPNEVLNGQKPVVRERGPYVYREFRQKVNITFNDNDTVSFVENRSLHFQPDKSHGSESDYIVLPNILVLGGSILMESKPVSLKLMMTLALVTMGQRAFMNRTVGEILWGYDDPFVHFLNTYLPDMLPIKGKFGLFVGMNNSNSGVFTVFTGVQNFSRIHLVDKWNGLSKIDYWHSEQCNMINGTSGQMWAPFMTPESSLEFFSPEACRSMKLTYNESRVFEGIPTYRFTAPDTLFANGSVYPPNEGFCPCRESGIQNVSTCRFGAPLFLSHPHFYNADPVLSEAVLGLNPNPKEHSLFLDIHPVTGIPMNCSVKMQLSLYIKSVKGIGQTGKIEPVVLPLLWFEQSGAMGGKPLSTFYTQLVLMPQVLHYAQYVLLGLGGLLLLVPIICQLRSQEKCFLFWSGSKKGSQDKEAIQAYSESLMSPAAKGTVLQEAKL
Arrestin-AP2 inh = inhibitors of human beta-arrestin and AP2 interaction. inhibition, % at 10 µM. AID 504490. actives 0.31% (n = 340,000). FITC-arrestin peptide / GST-AP2 beads, flow cytometry; AP2 beta2 appendage carries R879A mutation;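 active = inhibition above a set limit, near 3 SD of compounds lacking own fluorescence, cut at about 54% in these data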;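 also: plate controls were DMSO wells for no effect and 5 µM unlabelled arrestin peptide for full effect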
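System: GST-AP2 R879A glutathione beads. Medium: PBS with 0.05% Tween 20 and 0.1% BSA. Also added: FITC-arrestin peptide, 50 nM. Incubation: 12 min plus 1 h, RT. Measured by: high-throughput flow cytometry of beads, ex 488, em 535 nm. Evaluation: percent drop in bead-associated FITC signal.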
Active calls of the source: *; . = no result given; & = joins results of further samples.

SMILES	Keap1-Nrf2 PPI	DAGLB inh	PKA-R2B act	C-LANA FP	SR-BI DiI-HDL act	PvdQ inh	NSD2 HMT inh	Cardiac RTF inh	SR-BI HDL uptake	Arrestin-AP2 inh
O=C(CSc1nnnn1-c1ccccc1)N1CCNC1=O	-3	-1	1	0.6	-8	4	-1	-11	8	23
COc1ccc(-n2nnnc2SCC(=O)N2CCCC2=O)cc1	-4	-1	-10	0.8	51	-7	0	1	-51	-7
CCOC(=O)CNc1nc(C(C)(C)C)nc2c1nnn2Cc1ccccc1Cl	-8	-10	-9	0.6	12	-11	4	-10	-12	6
CCN(C(=O)CSc1nc2scc(-c3ccccc3)c2c(=O)n1N)C1CCS(=O)(=O)C1 (centres undefined)	-3	-1	3	-0.1	14	-10	1	1	-14	11
CC(=O)NC1=NN(C(C)=O)C2(CCCCC2)S1	-1	1	-13	-2.5	-16	-8	-2	-5	16	-5
CCOc1ccc(CN(C)C(C)C(=O)NCc2ccccc2)cc1 (centres undefined)	-1	-4	2	0.1	-8	-12	0	-12	8	-21
O=C(CCN1CCN(Cc2ccccc2)CC1)Nc1cccc(Cl)c1	-1	0	1	0.2	-3	-18	.	6	3	-3
CC12C=CC(=O)C=C1CCC1C3CCC(O)(C(=O)CO)C3(C)CC(O)C12F (centres undefined)	-3	-1	-9	0.7	4	-24	-1	-7	-4	-15
O=C(CSc1nnc(-c2ccc(F)cc2)o1)NC1CCCCC1	-2	-2	-3	0.8	-1	-13	-5	8	1	-5
CCN(CC)C(=O)C1CCCN(C/C(C)=C/c2ccccc2)C1 (centres undefined)	2	0	1	-1.8	3	15	-4	-3	-3	3
Cc1ccccc1CN(C)CC(=O)NC(C)CCc1ccccc1 (centres undefined)	1	-5	-1	-2.2	-16	1	5	12	16	3
COc1ccc(C(C(=O)NC2CCCCC2)N(C(=O)c2snc(C(N)=O)c2N)c2ccc(OC)cc2OC)cc1 (centres undefined)	0	1	-9	0.1	11	-2	-3	5	-11	25
COc1ccc(NC(=O)NC2CCCCCCC2)cc1	3	-7	-4	0.3	-8	0	0	-1	8	1
O=C(OCc1nc2ccccc2s1)c1cccc(S(=O)(=O)N2CCOCC2)c1	2	-2	-14	1.5	-31	-8	-2	1	31	-2
Cc1cc(S(=O)(=O)Nc2c(NC3CCCCC3)c3ccccc3oc2=O)ccc1F	-4	4	-2	-0.5	-10	-3	0	-5	10	35

By substructure: those above containing two or more sulfur atoms
SMILES	Keap1-Nrf2 PPI	DAGLB inh	PKA-R2B act	C-LANA FP	SR-BI DiI-HDL act	PvdQ inh	NSD2 HMT inh	Cardiac RTF inh	SR-BI HDL uptake	Arrestin-AP2 inh
CCN(C(=O)CSc1nc2scc(-c3ccccc3)c2c(=O)n1N)C1CCS(=O)(=O)C1 (centres undefined)	-3	-1	3	-0.1	14	-10	1	1	-14	11
O=C(OCc1nc2ccccc2s1)c1cccc(S(=O)(=O)N2CCOCC2)c1	2	-2	-14	1.5	-31	-8	-2	1	31	-2

New compounds follow:
SMILES	Keap1-Nrf2 PPI	DAGLB inh	PKA-R2B act	C-LANA FP	SR-BI DiI-HDL act	PvdQ inh	NSD2 HMT inh	Cardiac RTF inh	SR-BI HDL uptake	Arrestin-AP2 inh
CN(CCN1CCOCC1)Cc1nc(-c2ccccc2)no1	0	-5	13	0.4	.	-8	.	-28	.	-7
Cc1cc(NC(=O)COc2ccccc2C)no1	-2	-1	-2	-0.9	19	-12	-1	5	-19	-2
O=C(CSc1nnc(-c2ccc(S(=O)(=O)N3CCCC3)cc2)o1)NCc1ccco1	-7	4	5	0.1	13	-12	7	-6	-13	1
COc1ccc(OC)c(C2CC(c3c(-c4ccccc4)c4cc(Cl)ccc4[nH]c3=O)=NN2S(C)(=O)=O)c1 (centres undefined)	-2	-1	-4	0.7	14	-8	-1	-1	-14	1
O=C(CCS(=O)(=O)c1ccc(Cl)cc1)Nc1nnc(-c2cccs2)o1	-4	1	-16	1.5	-20	-15	18	-3	20	-15
COc1ccc(C2CC(=O)C3=C(C2)Nc2ncnn2C3c2ccccc2)cc1 (centres undefined)	-1	-1	-18	0.7	12	-17	0	-8	-12	0
O=C(O)CC12CC3CC(C1)CC(n1cncn1)(C3)C2	-1	0	8	-0.5	3	-12	-1	-4	-3	2
Cc1ccc(-n2cc3c(=O)n(C)c(=O)n(C)c3c2)cc1C	-2	0	8	-1.3	-37	-14	9	-9	37	5
CCn1c2ccccc2c2cc(NC(=O)CSc3nnc(-c4ccccc4)o3)ccc21	-2	-2	2	-0.6	-18	-8	2	-4	18	8
COc1ccc(CCNC(=O)CSc2ncnc3c2oc2ccccc23)cc1OC	2	-1	17	3.1	10	3	.	-7	-10	37
CCc1ccc(CNC(=O)CCc2nnc(CCc3ccc(OC)cc3)o2)nc1	1	-3	-12	3.8	15	-2	-2	6	-15	7
CN(Cc1cnc2nc(N)nc(N)c2n1)c1ccc(C(=O)N[C@@H](CCC(=O)O)C(=O)O)cc1	1&-4	0&1	1&-7	2.9&5.0	3&5	-9&8	.	0&10	-3&-5	-3&-2
COc1cc(C(=S)N2CCOCC2)cc(Br)c1OS(=O)(=O)c1ccccc1	1	0	-4	-1.9	13	2	0	-10	-13	5
O=C1C=C(O)C(n2cncn2)C(c2cc(F)ccc2F)C1 (centres undefined)	1	1	-4	1.0	9	-7	1	-5	-9	-13
O=C(N1CCOCC1)n1nnc2ccccc21	-1	0	-6	0.9	-8	-9	-1	-1	8	0
COc1ccc(CNC(=O)c2c([S-])n(-c3ccc(C)cc3)c3cccc[n+]23)cc1	-1	3	-4	-0.6	-31	9	2	-10	32	-15
CC(=O)c1cccc(NC(=O)N2CCCC2C(=O)NCCc2ccccc2)c1 (centres undefined)	-5	-2	0	-1.3	8	-5	0	-12	-8	-8
O=c1cc(-c2ccccc2)nc(Cc2c(Cl)cccc2Cl)[nH]1	-1	0	5	-0.7	17	-13	10	-7	-17	-9
CCOC(=O)C1CCCN(C(=O)c2ccc(CNS(=O)(=O)c3ccc(C)cc3)cc2)C1 (centres undefined)	-3	0	-7	0.0	0	-8	-2	-6	0	10
Cc1ccc(NC(=O)COC(=O)C2CCN(c3ccc(C(F)(F)F)cn3)CC2)cc1	-4	-13	-6	-1.2	0	-6	-2	0	0	0
Cc1ccc(C)c(NS(=O)(=O)c2cc3c4c(c2)CC(=O)N4CCC3)c1	0	-1	-4	0.4	-29	-19	3	-8	29	-6
O=C(NCCCN1CCCC1=O)c1ccccc1NS(=O)(=O)c1ccc(F)cc1	-10	-1	15	0.1	8	-17	5	-2	-8	13
Cc1nnc2c(N3CCN(C(=O)c4ccco4)CC3)nc3ccccc3n12	1	-2	-4	0.0	3	-15	3	-13	-3	-2
CC(=O)Nc1ccc(NC(=O)c2cc([N+](=O)[O-])cc([N+](=O)[O-])c2)cc1	1	2	3	-2.4	-30	-11	2	0	30	1
C#CCOCCOCCOCCNc1nc(N2CCN(C(=O)CCCCCCCCCCNC(=O)[C@H](CCCCN)n3cc(CCO)nn3)CC2)nc(N2CCN(C(=O)CCCCCCCCCCNC(=O)[C@@H]([C@H](C)O)n3cc(C)nn3)CC2)n1	-12	4	2	0.8	10	-20	.	-12	-10	17
COc1ccc(C(=O)N(c2ccc(C)cc2)C2C=CS(=O)(=O)C2)cc1OC (centres undefined)	-2	0	3	0.2	28	12	-5	2	-28	4
Cc1ccc(C(=O)OCC(=O)NCCN2C(=O)CSC2=O)cc1	3	0	-1	1.3	14	-13	-2	-5	-14	10
Cc1c(CC(=O)O)c(=O)oc2cc(OCc3ccc(F)cc3F)ccc12	5	0	0	-2.3	-7	-6	0	-2	7	-2
CC(=O)c1cnc(Nc2ccc(C)cc2)s1	4	-1	-6	-0.1	3	0	-5	-9	-3	-4
CCC(C)NCCOCCSc1ccc(Cl)cc1 (centres undefined)	0	0	-7	0.2	-1	-2	10	-1	1	-1
Cc1cc(C)c(C)c(S(=O)(=O)NCCCn2ccnc2)c1C	2	1	-1	-1.1	-9	-4	1	-6	9	-6
Cc1cc(Cl)ccc1OCCCC(=O)OCC(N)=O	4	-3	-4	-9.0	-6	-3	-1	-6	6	28
O=S(=O)(c1ccccc1)c1cnn2c(C(F)(F)F)cc(-c3ccc(F)cc3)nc12	-2	-3	-9	-0.7	-49	6	-1	1	49	25
O=C(OCc1cccc(C(F)(F)F)c1)c1cc([N+](=O)[O-])ccc1N1CCOCC1	-4	-2	-20	0.6	-51	-12	0	-1	51	2
CC(=O)c1ccc(NC(=O)c2ccc(C)c(S(=O)(=O)N3CCOCC3)c2)cc1	3	-8	8	-3.1	-85	0	24	-1	85*	13
Cc1c(NC(=O)c2cc3c(=O)n4ccccc4nc3s2)c(=O)n(-c2ccccc2)n1C	-3	2	-8	0.2	.	4	-1	-6	.	7
COc1ccc(C(=O)c2ccc(Cl)cc2)c(OC)c1OC	-6	-5	2	0.1	4	-16	-1	-9	-4	2
Cc1nn(-c2ccccc2)c2nc(-c3ccccc3)cc(C(=O)N3CCOCC3)c12	1	-4	-1	1.8	-28	-2	-12	-17	28	-15

Filtered by structure: the compounds so far containing fluorine.
SMILES	Keap1-Nrf2 PPI	DAGLB inh	PKA-R2B act	C-LANA FP	SR-BI DiI-HDL act	PvdQ inh	NSD2 HMT inh	Cardiac RTF inh	SR-BI HDL uptake	Arrestin-AP2 inh
CC12C=CC(=O)C=C1CCC1C3CCC(O)(C(=O)CO)C3(C)CC(O)C12F (centres undefined)	-3	-1	-9	0.7	4	-24	-1	-7	-4	-15
O=C(CSc1nnc(-c2ccc(F)cc2)o1)NC1CCCCC1	-2	-2	-3	0.8	-1	-13	-5	8	1	-5
Cc1cc(S(=O)(=O)Nc2c(NC3CCCCC3)c3ccccc3oc2=O)ccc1F	-4	4	-2	-0.5	-10	-3	0	-5	10	35
O=C1C=C(O)C(n2cncn2)C(c2cc(F)ccc2F)C1 (centres undefined)	1	1	-4	1.0	9	-7	1	-5	-9	-13
Cc1ccc(NC(=O)COC(=O)C2CCN(c3ccc(C(F)(F)F)cn3)CC2)cc1	-4	-13	-6	-1.2	0	-6	-2	0	0	0
O=C(NCCCN1CCCC1=O)c1ccccc1NS(=O)(=O)c1ccc(F)cc1	-10	-1	15	0.1	8	-17	5	-2	-8	13
Cc1c(CC(=O)O)c(=O)oc2cc(OCc3ccc(F)cc3F)ccc12	5	0	0	-2.3	-7	-6	0	-2	7	-2
O=S(=O)(c1ccccc1)c1cnn2c(C(F)(F)F)cc(-c3ccc(F)cc3)nc12	-2	-3	-9	-0.7	-49	6	-1	1	49	25
O=C(OCc1cccc(C(F)(F)F)c1)c1cc([N+](=O)[O-])ccc1N1CCOCC1	-4	-2	-20	0.6	-51	-12	0	-1	51	2

Assay outcomes deposited in PubChem BioAssay by several laboratories.
